Screening results deposited in PubChem BioAssay by several laboratories.
KCNQ2 block – KCNQ2 potassium channel inhibitors, primary screen, cell-based, CHO-K1, FluxOR thallium flux, B-score (AID 2156) | Potassium voltage-gated channel subfamily KQT member 2 (Rattus norvegicus), O88943 | 20 min; active compounds read low | B-score at 10 µM | 1.1% of 310,000 active;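 active = fluorescence ratio B-score at most minus 3 library SDs, with starting brightness B-score within 2 library SDs, cut at about -5.5 in these data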
OX1R FRET antag – antagonists of human orexin 1 receptor (OX1R); Orexin/Hypocretin receptor type 1 (Homo sapiens), O43613; OX1R-expressing cells, FRET antagonist read-out; inhibition, % at 6.6 µM; 1.8% of 330,000 active; in the data active = inhibition mostly above about 38%, no sharp cut-off; inactive = mostly below about 40%;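 note: 0% = agonist challenge alone and 100% = reference antagonist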
Target sequence (O43613 whole entry, looked up): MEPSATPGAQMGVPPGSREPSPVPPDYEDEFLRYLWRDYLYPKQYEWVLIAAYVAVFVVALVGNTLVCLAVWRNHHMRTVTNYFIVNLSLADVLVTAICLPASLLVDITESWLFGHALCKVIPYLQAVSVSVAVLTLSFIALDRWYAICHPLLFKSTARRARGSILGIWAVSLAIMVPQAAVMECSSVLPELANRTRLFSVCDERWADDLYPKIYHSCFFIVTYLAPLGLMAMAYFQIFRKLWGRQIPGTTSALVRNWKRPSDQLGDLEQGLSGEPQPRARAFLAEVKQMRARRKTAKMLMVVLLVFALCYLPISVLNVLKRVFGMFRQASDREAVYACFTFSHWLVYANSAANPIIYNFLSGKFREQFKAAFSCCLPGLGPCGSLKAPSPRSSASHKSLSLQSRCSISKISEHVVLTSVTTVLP
STK33 kinase inh – inhibitors of purified STK33 kinase, primary screen, biochemical, ADP-Glo luminescence, homogeneous, cell-free; Serine/threonine-protein kinase 33 (Homo sapiens), Q9BYT3; MBP phosphorylation; inhibition, % at 10 µM; 0.073% of 320,000 active; AID 2661, 2010;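 active = inhibition at or above 25%, using the most active replicate where run in duplicate; inactive = inhibition below 25%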
Target sequence (Q9BYT3 whole entry, looked up): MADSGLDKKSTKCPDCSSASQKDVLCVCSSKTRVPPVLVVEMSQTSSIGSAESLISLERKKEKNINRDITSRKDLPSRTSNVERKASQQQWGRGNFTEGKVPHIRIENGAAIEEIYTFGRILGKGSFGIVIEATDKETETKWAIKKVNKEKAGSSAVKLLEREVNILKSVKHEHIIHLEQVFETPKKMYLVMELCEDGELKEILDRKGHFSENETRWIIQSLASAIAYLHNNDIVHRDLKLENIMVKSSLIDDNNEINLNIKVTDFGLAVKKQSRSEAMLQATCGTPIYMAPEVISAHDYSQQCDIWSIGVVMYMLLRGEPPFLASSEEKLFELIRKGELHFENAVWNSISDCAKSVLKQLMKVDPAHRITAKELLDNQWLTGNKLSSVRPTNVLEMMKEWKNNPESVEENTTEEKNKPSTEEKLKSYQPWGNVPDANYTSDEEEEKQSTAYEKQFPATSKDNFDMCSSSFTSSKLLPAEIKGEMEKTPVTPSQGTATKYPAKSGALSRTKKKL
The depositor's hits bear a star. A portion of the library; count on the stated rates, not on these rows.

Screening Fc1ccc(Cn2nnnc2CN2CCC(n3nnc4cc(C(F)(F)F)ccc43)CC2)cc1 returned KCNQ2 block inactive, OX1R FRET antag -0.1 and STK33 kinase inh -1.7.
For Cc1cc(=O)oc2cc(OCC(=O)N3CCC(C(=O)O)(c4ccccc4)CC3)ccc12 the results were KCNQ2 block inactive, OX1R FRET antag 10.6 and STK33 kinase inh -1.2.
For O=c1c2cc(Br)ccc2[nH]c(=S)n1-c1ccccc1 the results were KCNQ2 block inactive, OX1R FRET antag 34.9 and STK33 kinase inh 0.3.
CN1c2ccc([N+](=O)[O-])cc2CC2(C(=O)NC(=O)N(c3ccccc3)C2=O)C1c1ccccc1 (stereo unspecified) was read as KCNQ2 block inactive, OX1R FRET antag 10.3 and STK33 kinase inh -1.0.
For O=C1NC(=O)C(=Cc2cc(Cl)ccc2OCc2ccc(C(=O)O)cc2)C(=O)N1 the results were KCNQ2 block inactive, OX1R FRET antag 13.6 and STK33 kinase inh -2.1.
Cc1cccc(CN2CCCN(Cc3ccc(Cl)cc3)S2(=O)=O)c1 was read as KCNQ2 block inactive, OX1R FRET antag 5.6 and STK33 kinase inh -0.9.
Screening OCCCCO returned OX1R FRET antag -4.1 and STK33 kinase inh -0.4.
For Cc1cccc(NC(=O)N2CC3CC(C2)c2cccc(=O)n2C3)c1 (stereo unspecified) the results were KCNQ2 block inactive, OX1R FRET antag -6.3 and STK33 kinase inh -1.2.
Screening C1CCC2S[C@H]3CCCCC3NC2C1 (stereo partly specified) returned KCNQ2 block inactive, OX1R FRET antag -1.9 and STK33 kinase inh -0.5.
`CC(=O)c1cccc(OCC(=O)N2CCN(CC(=O)Nc3cccc(F)c3)CC2)c1` gave OX1R FRET antag 5.4 and STK33 kinase inh 0.9.
CN(C)C=C1C(=O)N(C2CCCCC2)C(=O)N(C2CCCCC2)C1=O was read as KCNQ2 block inactive, OX1R FRET antag 12.9 and STK33 kinase inh 4.1.
Screening COC(=O)C1=C(c2ccc(OC)c(OC)c2)C[C@@H]2CC[C@H]1N2C(=O)NCc1cc(C)oc1C(F)(F)F returned OX1R FRET antag 11.9 and STK33 kinase inh -0.8.
Screening COc1ccc(O)c(CN2CCCC(C(=O)c3sccc3C)C2)c1 (stereo unspecified) returned KCNQ2 block inactive, OX1R FRET antag 26.0 and STK33 kinase inh -1.8.
For O=C(c1cc(F)ccc1F)C1CCCN(Cc2ccc3nonc3c2)C1 (stereo unspecified) the results were KCNQ2 block inactive, OX1R FRET antag 2.1 and STK33 kinase inh -0.4.
Screening CCC1(C)CC(CCNCc2ccc(N(C)C)cc2)(c2ccc(F)cc2)CCO1 (stereo unspecified) returned KCNQ2 block inactive, OX1R FRET antag 3.4 and STK33 kinase inh 4.0.
`COC(=O)C1=C(c2ccccc2OCc2ccccc2)C[C@@H]2CC[C@H]1N2C(=O)NCCN1CCOCC1` gave OX1R FRET antag 1.9 and STK33 kinase inh -0.5.
`OC1(c2ccc(F)cc2)CCNC1` (stereo unspecified) gave KCNQ2 block inactive, OX1R FRET antag 4.2 and STK33 kinase inh -0.3.
Screening O=C1C2CCN(CC2)C12CC2c1ccc(C(F)(F)F)cc1 (stereo unspecified) returned KCNQ2 block inactive, OX1R FRET antag 2.4 and STK33 kinase inh -0.7.
`CCOc1cc2c(cc1OCC)-n1cccc1C(c1ccc(F)c(OC)c1)NC2` (stereo unspecified) gave KCNQ2 block inactive, OX1R FRET antag 5.2 and STK33 kinase inh -0.2.
Screening Cc1nn(Cc2ccccc2)c(C)c1C(=O)OCC(=O)Nc1ccccc1SCC#N returned KCNQ2 block inactive, OX1R FRET antag 7.1 and STK33 kinase inh -2.1.
`COc1ccc(/C=C2\C(=N\O)C3CCN2CC3)cc1` gave KCNQ2 block inactive, OX1R FRET antag 6.7 and STK33 kinase inh 0.6.
Screening COc1cccc(C2=NOC(C(=O)N3CCC4(CC3)OCCO4)C2)c1 (stereo unspecified) returned KCNQ2 block inactive, OX1R FRET antag 17.1 and STK33 kinase inh 1.3.
`C/C(=N\N1CCCCC1c1cccnc1)c1c(O)n(C2CCCCC2)c(=S)[nH]c1=O` (stereo unspecified) gave KCNQ2 block inactive, OX1R FRET antag 11.8 and STK33 kinase inh -0.8.
For CCOc1cc(C=C2C(=O)NC(=O)NC2=O)ccc1OS(=O)(=O)c1ccccc1 the results were KCNQ2 block inactive, OX1R FRET antag 22.6 and STK33 kinase inh 3.3.
For CN(C)CC1CSCCC1(O)c1ccc(Cl)cc1 (stereo unspecified) the results were KCNQ2 block inactive, OX1R FRET antag 7.1 and STK33 kinase inh 0.0.
`Cc1cc(C)c(C(=O)N2CCC3(CC2)OCCO3)c(C)c1` gave KCNQ2 block inactive, OX1R FRET antag 10.4 and STK33 kinase inh -0.4.
`O=c1[nH]c(=S)n(C2CC2)c(O)c1C=NCc1ccc(F)cc1` gave KCNQ2 block inactive, OX1R FRET antag 8.3 and STK33 kinase inh -1.0.
For NC(=O)c1cn(C2CCCCC2)c2ccccc2c1=O the results were KCNQ2 block inactive, OX1R FRET antag 7.0 and STK33 kinase inh 8.8.
CC(Cc1ccccc1)NCCC(=O)NC(C)Cc1ccccc1 (stereo unspecified) was read as KCNQ2 block inactive, OX1R FRET antag 3.4 and STK33 kinase inh -0.5.
CCCCCCn1c(O)c(C=NCCN2CCOCC2)c(=O)[nH]c1=O was read as KCNQ2 block inactive, OX1R FRET antag 29.3 and STK33 kinase inh -0.3.
`COc1ccc(/C=C2/C(=O)NC(=O)N(c3ccccc3)C2=O)cc1CN1C(=O)c2ccccc2C1=O` gave KCNQ2 block inactive, OX1R FRET antag 2.3 and STK33 kinase inh -0.5.
Screening CCOC(=O)c1cccc([P+](=O)O)c1 returned KCNQ2 block inactive and OX1R FRET antag 22.4.
`CCCCn1c(O)c(C=NCc2ccc3c(c2)OCO3)c(=O)[nH]c1=O` gave KCNQ2 block inactive, OX1R FRET antag -0.6 and STK33 kinase inh -1.6.
`Cc1cc(OCc2ccc([N+](=O)[O-])cc2)c2c3c(c(=O)oc2c1)CCCC3` gave KCNQ2 block inactive and OX1R FRET antag 16.4.
CC(C)CCNC(=O)CN1C(=O)CN=C(c2ccccc2)c2ccccc21 was read as KCNQ2 block inactive, OX1R FRET antag 12.4 and STK33 kinase inh -1.8.
For COc1ccccc1/C=C1/C(=N/O)C2CCN1CC2 the results were KCNQ2 block inactive, OX1R FRET antag 15.7 and STK33 kinase inh 0.2.
Cn1cc(C(=O)NCc2ccccc2)c2ccccc21 was read as KCNQ2 block inactive and OX1R FRET antag 18.9.
Screening O=c1[nH]c(=O)n(Cc2ccco2)c(O)c1C=NCCCn1ccnc1 returned KCNQ2 block inactive, OX1R FRET antag 21.8 and STK33 kinase inh -2.4.
COc1cc2c(C(=O)N3CCN(C)CC3)c(C)n(C)c2cc1Br was read as KCNQ2 block inactive, OX1R FRET antag 11.7 and STK33 kinase inh -1.3.
Screening CC1CCCCN1Cc1cccnc1 (stereo unspecified) returned KCNQ2 block inactive, OX1R FRET antag 24.3 and STK33 kinase inh 0.6.
Screening CCC(=O)c1cn(Cc2ccc(C#N)cc2)c2ccccc12 returned KCNQ2 block inactive, OX1R FRET antag 15.0 and STK33 kinase inh -0.2.
For Oc1cc2c(cc1CN1CCN(c3ccccc3F)CC1)OCO2 the results were KCNQ2 block inactive, OX1R FRET antag 9.9 and STK33 kinase inh -0.6.
Screening CCCn1c(C(=O)c2ccccc2OC)nc2ccccc21 returned KCNQ2 block inactive, OX1R FRET antag 4.7 and STK33 kinase inh 0.3.
For COC1CCCCC1NCCc1ccccc1 (stereo unspecified) the results were KCNQ2 block inactive, OX1R FRET antag 22.8 and STK33 kinase inh 0.6.
Screening CCOc1cccc(CNC2CN3CCC2CC3)c1 (stereo unspecified) returned KCNQ2 block inactive, OX1R FRET antag 3.5 and STK33 kinase inh 2.8.
For Cc1cc(OC(C)C(=O)NCC2CCC(C(=O)O)CC2)c2c3c(c(=O)oc2c1)CCC3 (stereo unspecified) the results were KCNQ2 block inactive, OX1R FRET antag 5.7 and STK33 kinase inh 1.0.
For O=c1[nH]c(=O)n(C2CCCCC2)c(O)c1C=NCCCn1ccnc1 the results were KCNQ2 block inactive, OX1R FRET antag 5.0 and STK33 kinase inh -1.3.
COc1ccc2c(C)c(CC(=O)N3C[C@H]4C[C@@H](C3)c3cccc(=O)n3C4)c(=O)oc2c1 was read as KCNQ2 block inactive, OX1R FRET antag 13.6 and STK33 kinase inh -0.8.

Entries from the list above that contain a cyano group:
Screening Cc1nn(Cc2ccccc2)c(C)c1C(=O)OCC(=O)Nc1ccccc1SCC#N returned KCNQ2 block inactive, OX1R FRET antag 7.1 and STK33 kinase inh -2.1.
Screening CCC(=O)c1cn(Cc2ccc(C#N)cc2)c2ccccc12 returned KCNQ2 block inactive, OX1R FRET antag 15.0 and STK33 kinase inh -0.2.

(continued)
Screening Cc1ccc(OCCSC2=NN2c2cc(C)nc(N)n2)cc1 returned KCNQ2 block inactive, OX1R FRET antag 12.8 and STK33 kinase inh 0.2.
`Cc1ccsc1C(=O)C1CCCN(Cc2cccn2-c2ccccn2)C1` (stereo unspecified) gave KCNQ2 block inactive, OX1R FRET antag 30.8 and STK33 kinase inh -2.4.
For COc1ccc(C2NCc3ccc4c(c3-n3cccc32)OCO4)cc1OC (stereo unspecified) the results were KCNQ2 block inactive, OX1R FRET antag 16.5 and STK33 kinase inh 0.0.
Screening Cn1ccnc1P(=S)(c1nccn1C)N1CCOCC1 returned KCNQ2 block inactive, OX1R FRET antag -1.6 and STK33 kinase inh 0.8.
`Cc1ccc(S(=O)(=O)c2nc(-c3ccccc3Cl)oc2N(C)C2CCN(C)CC2)cc1` gave OX1R FRET antag 6.7 and STK33 kinase inh -0.4.
For CCCNC(=O)N1[C@H]2CC[C@@H]1C(C(=O)OC)=C(c1ccc(F)cc1OCc1ccccc1)C2 the results were OX1R FRET antag 9.0 and STK33 kinase inh -1.9.
For CN1CCN(c2nc3ccccc3o2)CC1 the results were KCNQ2 block inactive, OX1R FRET antag 3.2 and STK33 kinase inh -2.1.
`CCC(=NC1CC1)c1c(O)n(-c2ccc(OC)cc2)c(=O)[nH]c1=O` gave KCNQ2 block inactive, OX1R FRET antag -6.2 and STK33 kinase inh -1.9.
Screening COC(=O)C1=C(c2ccc(OC)c(OC)c2)C[C@@H]2CC[C@H]1N2C(=O)NCc1cccc2ccccc12 returned OX1R FRET antag 16.2 and STK33 kinase inh 0.2.
Screening CCc1ccc2c(CN3CC=C(c4ccccc4)CC3)cc(=O)oc2c1 returned KCNQ2 block inactive, OX1R FRET antag 24.6 and STK33 kinase inh -0.6.
`O=S1(=O)N(CCN2CC=C(c3c[nH]c4cc(F)ccc34)CC2)c2cccc3c2N1CCC3` gave OX1R FRET antag 22.5 and STK33 kinase inh 0.8.
`COC(=O)C1=C(c2ccc3ccccc3c2)C[C@@H]2CC[C@H]1N2C(=O)N1CCCCC1` gave OX1R FRET antag 2.6 and STK33 kinase inh 0.2.
`CC(CO)(CO)N=Cc1c(O)n(-c2cccc3ccccc23)c(=O)[nH]c1=O` gave KCNQ2 block inactive, OX1R FRET antag 6.2 and STK33 kinase inh -0.4.
For COC(=O)C1=C(c2ccc(F)cc2OCc2ccccc2)C[C@@H]2CC[C@H]1N2C(=O)NCc1cccc(F)c1 the results were OX1R FRET antag 14.0 and STK33 kinase inh 0.6.
For COc1ccc(N=Cc2c(O)n(CC3CCCO3)c(=O)[nH]c2=O)cc1 (stereo unspecified) the results were KCNQ2 block inactive, OX1R FRET antag 18.4 and STK33 kinase inh 1.7.
For C[C@]12CC[C@H](O)C[C@@H]1CC[C@@H]1[C@@H]2CC[C@]2(C)C(=O)CC[C@@H]12 the results were KCNQ2 block inactive, OX1R FRET antag 12.8 and STK33 kinase inh -0.7.
Screening CCCCCCn1c(O)c(C=NCCCn2ccnc2)c(=O)[nH]c1=O returned KCNQ2 block inactive, OX1R FRET antag 32.3 and STK33 kinase inh 0.9.
For O=c1c2ccccc2nc(-c2ccco2)n1-c1cccnc1 the results were KCNQ2 block inactive, OX1R FRET antag 5.0 and STK33 kinase inh -1.5.
`CC1CCC(C(C)C)C(OP(N)(=O)c2ccccc2)C1` (stereo unspecified) gave KCNQ2 block inactive, OX1R FRET antag 11.6 and STK33 kinase inh -1.4.
Screening c1ccc(CNCCc2c[nH]c3ccccc23)cc1 returned KCNQ2 block inactive, OX1R FRET antag 20.2 and STK33 kinase inh -0.3.
Screening CCCC(C)C1(CC)C(=O)NC(=Nc2ccc(F)cc2)NC1=O (stereo unspecified) returned KCNQ2 block inactive, OX1R FRET antag 20.2 and STK33 kinase inh -2.0.
CC(=NCCc1ccccc1)c1c(O)n(C)c(=O)n(C)c1=O was read as KCNQ2 block inactive, OX1R FRET antag 6.2 and STK33 kinase inh -0.7.
Screening CN1C(=O)C(=Cc2ccccc2OCc2ccccc2Cl)C(=O)N(C)C1=O returned KCNQ2 block inactive, OX1R FRET antag -3.0 and STK33 kinase inh -0.5.

Filtered by structure, the entries above with bromine
For O=c1c2cc(Br)ccc2[nH]c(=S)n1-c1ccccc1 the results were KCNQ2 block inactive, OX1R FRET antag 34.9 and STK33 kinase inh 0.3.
COc1cc2c(C(=O)N3CCN(C)CC3)c(C)n(C)c2cc1Br was read as KCNQ2 block inactive, OX1R FRET antag 11.7 and STK33 kinase inh -1.3.
